dFosB activator: enhances mouse delta FosB homodimer DNA binding; P13346; purified delta FosB, TAMRA-CDK5 oligo fluorescence polarization; percent of positive-control signal above neutral wells; activation, % at 25 µM; actives 0.99% (n = 340,000); AID 493131;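 active = mean activation above about 17%, with every replicate also reaching it, limit read from the data, passing the limit was not always enough; inconclusive = only one of the two conditions met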;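 also: fluorescence polarization rise as delta FosB binds a TAMRA Cdk5 AP-1 oligo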
Target sequence (P13346 whole entry, looked up): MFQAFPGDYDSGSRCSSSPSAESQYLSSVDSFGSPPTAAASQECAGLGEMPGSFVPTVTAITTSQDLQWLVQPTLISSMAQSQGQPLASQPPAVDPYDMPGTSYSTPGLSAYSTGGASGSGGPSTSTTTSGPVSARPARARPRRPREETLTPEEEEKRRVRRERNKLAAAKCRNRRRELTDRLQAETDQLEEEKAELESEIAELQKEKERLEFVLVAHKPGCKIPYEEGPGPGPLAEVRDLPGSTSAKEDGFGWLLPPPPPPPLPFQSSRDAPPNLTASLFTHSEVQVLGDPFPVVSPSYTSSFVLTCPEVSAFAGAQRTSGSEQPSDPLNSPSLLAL
SR-BI uptake up: activators of SR-BI mediated HDL lipid uptake; CHO ldlA[mSR-BI] cells, DiI-HDL uptake fluorescence, 3 h; 100 = double the neutral-control signal; activation, % at 12.5 µM; actives 0.096% (n = 320,000); AID 504775;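 active = mean replicate activation of at least 60% and every replicate at or above 60%; inconclusive = mean or all-replicate condition met, but not both; inactive = mean below 60% and not all replicates reaching 60%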;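 also: 0% = median plate neutral-control signal and 100% = twice that signal; values of inactives mirror those of a sister screen read the other way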
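material = CHO ldlA[mSR-BI] cells | medium = Ham's F12 with 0.5% BSA, HEPES 25 mM, pH 7.4 | reagent = fluorescent DiI-HDL, 10 µg/mL final | compound dosing = single-point compound dose | incubation = 3 h, 37 °C | measured by = bottom-read fluorescence, 550/595 nm | measure = HDL uptake via cellular fluorescence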
Arrestin-AP2 inh: blocks beta-arrestin peptide binding to AP2 adaptin; actives 0.31% (n = 340,000); FITC-arrestin peptide / GST-AP2 beads, flow cytometry; AP2 beta2 appendage carries R879A mutation; inhibition, % at 10 µM; AID 504490;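 active = inhibition above a set limit, near 3 SD of compounds lacking own fluorescence, cut at about 54% in these data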;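 also: plate controls were DMSO wells for no effect and 5 µM unlabelled arrestin peptide for full effect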
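Material – AP2 appendage R879A on GSH beads · Buffer or medium – PBS with 0.05% Tween 20 and 0.1% BSA · Probe or stimulus – fluorescein-tagged arrestin peptide at 50 nM final · Incubation – compound with beads 12 min RT, then probe 1 h RT · Detection – high-throughput flow cytometry of beads, ex 488, em 535 nm · Evaluation – percent response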
SUMO Mot1 rescue: blocks SUMOylation pathway, rescuing yeast Mot1-301 growth | AID 2716 | S. cerevisiae Mot1-301 growth rescue, ATP luminescence, 38.5C; percent above DMSO median, 100 means doubled | actives 1% (n = 320,000) | growth rescue, % at 18.8 µM;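 active = every valid replicate shows activation above 250% relative to neutral control wells; inactive = the rest, any valid replicate at or below 250%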;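 also: OY570 slx delta 5 strain wells were the positive control but not used for scaling; some compounds called inactive have numbers as strong as hits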
Pemphigus Ab inh: human desmoglein-3 autoantibody binding inhibition. actives 0.48% (n = 310,000). binding (percent of control), % at 10 µM. P32926. DSG3-coupled beads, scFv-anti-DSG3-GFP binding, flow cytometry; stronger effect = lower value. AID 588358;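 active = binding more than 3 SD below its plate's average and above zero; inconclusive = below that plate limit but binding exactly zero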;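 also: hits lower antibody fragment binding to DSG3; some compounds called inactive have numbers as strong as hits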
SR-BI HDL uptake: blocks mouse SR-BI lipid uptake from DiI-HDL; ldlA[mSR-BI] CHO cells, DiI-HDL uptake fluorescence, 3 h; AID 488896; actives 0.96% (n = 320,000); Q61009; inhibition, % at 12.5 µM;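 active = mean replicate inhibition of at least 70% and a set share of replicates each scoring 70 or more; inconclusive = meets just one of the two criteria; inactive = fails both criteria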;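 also: 0% = median of neutral control wells and 100% = median of positive control wells; values of inactives mirror those of a sister screen read the other way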
MITF TRPM1 HTS: activators of MITF-driven TRPM1 promoter activity in SK-MEL-5 cells. activation, % at 12.5 µM. SK-MEL-5 TRPM1-promoter luciferase, 24 h; % of positive control, neutral wells = 0. actives 0.75% (n = 300,000);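 active = mean activation of at least 80% with every replicate also reaching 80%; inconclusive = mean reaches 80% but some replicate falls short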;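 also: 0% = neutral control wells and 100% = parthenolide positive control wells; values of inactives mirror those of a sister screen read the other way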
PKA-R2B activ: activators of human PKA-R2B complex | PKA-R2B holoenzyme dissociation, Cy5-IP20 fluorescence polarization; R2B truncated from residue 108, S112A mutant; 0% DMSO only, 100% 113 µM cGMP | activation, % at 11.4 µM | actives 0.079% (n = 340,000);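 active = activation above a cutoff set at the mean over all compounds plus 3 SD, cut at about 18% in these data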;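 also: higher means more holoenzyme dissociation and a rise in polarization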
PKA-R1A act: PKA-R1A complex activation | P00514+P68181 | activation, % at 11.4 µM | PKA-R1A dissociation, Cy5-IP20 fluorescence polarization; scaled: DMSO 0%, 113 µM cGMP 100% | AID 504707 | actives 0.083% (n = 340,000);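 active = percent activation above the mean of all tested compounds plus 3 SD, cut at about 19% in these data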;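 also: higher means more PKAc released from R1A so a rise in polarization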
NSD2 inh: inhibitors of human histone methyltransferase NSD2 | inhibition, % at 12.5 µM | actives 0.54% (n = 310,000) | NSD2 peptide methylation, AlphaScreen, 120 min | AID 743445 | O96028; in the data active = inhibition above about 50%
CDK5 inh: CDK5/p35 (human) kinase inhibition; Q00535+Q15078; Recombinant CDK5/p35, ADP-Glo luminescence, 60 min; inhibition, % at 10 µM; actives 0.01% (n = 330,000);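 active = highest replicate inhibition of at least 50% and at least 75% of replicates reaching 50%; inconclusive = only one of the two criteria met; inactive = both criteria failed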;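 also: plate controls were DMSO neutral control for no effect and GW8510 at 10 µM for full effect; many of its hits are not listed in these tables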
Target sequence (Q00535 whole entry, looked up): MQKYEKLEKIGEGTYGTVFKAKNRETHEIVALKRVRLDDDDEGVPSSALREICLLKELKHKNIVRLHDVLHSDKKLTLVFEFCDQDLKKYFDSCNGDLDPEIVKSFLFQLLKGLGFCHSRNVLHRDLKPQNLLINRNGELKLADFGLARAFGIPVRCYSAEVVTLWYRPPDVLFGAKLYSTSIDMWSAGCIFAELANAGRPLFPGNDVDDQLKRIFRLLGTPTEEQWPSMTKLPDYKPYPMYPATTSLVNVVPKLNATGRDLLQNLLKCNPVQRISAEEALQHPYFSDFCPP
Target sequence (Q15078 whole entry, looked up): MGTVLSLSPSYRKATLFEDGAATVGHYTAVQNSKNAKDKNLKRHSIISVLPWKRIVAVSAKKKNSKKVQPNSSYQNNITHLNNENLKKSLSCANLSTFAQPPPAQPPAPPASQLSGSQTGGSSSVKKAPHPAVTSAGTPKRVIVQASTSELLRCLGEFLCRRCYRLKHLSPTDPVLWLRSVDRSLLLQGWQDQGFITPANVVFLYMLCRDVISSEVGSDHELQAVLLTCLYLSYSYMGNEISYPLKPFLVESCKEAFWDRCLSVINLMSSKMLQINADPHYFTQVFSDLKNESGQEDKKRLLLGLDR
Numbers without * were called inactive; i = inactive; ? = inconclusive; . = not tested or not shown.

mol,Arrestin-AP2 inh,SR-BI HDL uptake,PKA-R2B activ,SUMO Mot1 rescue,dFosB activator,NSD2 inh,CDK5 inh,SR-BI uptake up,Pemphigus Ab inh,PKA-R1A act,MITF TRPM1 HTS
CC(=O)Nc1ccc(S(=O)(=O)Nc2nccs2)cc1,6,-23,-11,-11,7,-2,-1.2,23,102,-11,.
COc1ccc(OCC(=O)Nc2ccc(NC(=O)c3cccs3)cc2)cc1,-15,.,-7,34,-7,-4,-3.0,.,134,-2,13
O=C1Nc2ccccc2/C1=C\c1cccn1-c1ccc(OC(F)(F)F)cc1,-6,29,-9,30,-2,3,-0.5,-29,104,1,-4
Cc1ccc(C(=O)NCCCN2CCOCC2)o1,-3,-1,-10,i,-6,-1,2.4,1,103,-19,.
Cc1nccn1S(=O)(=O)c1cc([N+](=O)[O-])ccc1Cl,-5,-9,8,11,-4,-1,0.6,10,100,-5,2
C[C@@H]1C(=O)O[C@@H]2CC34[C@H]5C[C@@H](C(C)(C)C)C36[C@H](OC(=O)[C@@H]6O)OC4(C(=O)O5)[C@@]12O (some centres not stated),1,-16,1,0,2,.,-0.6,16,97,3,2
CCOC(=O)C1C2C=CC3(CN(Cc4ccco4)C(=O)C13)O2 (configuration not stated),23,1,-6,4,-2,-7,0.4,-1,99,0,-4
Cc1ccc(C(=O)N/C(=C/c2ccc(N(C)C)cc2)C(=O)NCC2CCCO2)cc1 (configuration not stated),36,17,-7,-5,-5,2,-0.3,-17,35*,5,-9
CC(=O)c1c(C)[nH]c(C(=O)Nc2c(C)n(C)n(-c3ccccc3)c2=O)c1C,4,15,-3,-15,-4,-1,0.5,-15,101,9,.
CCn1c(SCC(=O)N(C)C2CCCCC2)nc2cc(S(N)(=O)=O)ccc21,-3,5,5,.,-3,0,0.3,-5,92,2,-7
CC1CCN(S(=O)(=O)c2ccc3c(c2)NC(=O)CS3)CC1,21,8,4,-10,-7,-1,.,-8,99,3,-7
CCN(CC)S(=O)(=O)c1ccc(C(=O)NCCCN=C2NS(=O)(=O)c3ccccc32)cc1,33,44,-3,-8,-2,-5,-0.9,-44,91,-8,.
C=CCNC(=O)c1c(C(F)(F)F)nn(C)c1Cl,21,-6,6,625,1,-11,-4.0,6,103,-1,4
COc1ccc2c(c1)-c1c(ssc1=S)C(C)(C)N2C(=O)CSC1=NCCS1,11,24,6,8,-8,.,-1.6,-24,101,-3,1
COc1ccc(NC(=O)c2cc(-c3ccco3)on2)cc1OC,1,.,-2,75,-2,4,0.0,.,95,8,57
Cc1cc2cc(CNC(=S)Nc3ccc(OC(F)F)cc3)ccc2[nH]1,-11,45,6,-5,0,.,0.2,-45,92,-11,5
COC(=O)NC1CSCC1OC(=O)c1ccc(Br)cc1 (configuration not stated),7,4,-3,.,0,-6,1.4,-4,105,0,-17
COc1ccc(NC(=O)O/N=C2/CCCc3ccc(OC)cc32)cc1,28,24,-5,-7,6,1,0.6,-24,96,-3,4
CC(O)(C#CCN1CCCC1)c1ccccc1 (configuration not stated),-1,-6,-1,-12,4,-3,-1.8,6,99,8,0
CC(C)C[C@H]1CNC(=S)N1CC1CCCN1C[C@H](CC(C)C)N1C[C@H](Cc2ccccc2)N(CC2CCCCCC2)C1=S (some centres not stated),6,-4,4,.,0,.,-0.7,4,101,0,4
C[C@H](CO)N1C[C@H](C)[C@@H](CN(C)S(=O)(=O)c2ccccc2)Oc2c(NC(=O)NC3CCCCC3)cccc2C1=O,30,-20,-14,-3,4,.,-1.6,20,103,-14,.
COc1cc(C(=O)OCC(=O)N(CC(C)C)C2CCS(=O)(=O)C2)cc(OC)c1C (configuration not stated),-3,21,2,-5,-6,6,-4.9,-21,100,-5,-3
O=C(NCCN1C(=O)S/C(=C\c2ccc(Cl)cc2Cl)C1=O)C1=COCCO1,16,5,-1,-5,-4,2,-0.5,-5,102,-16,29
CC(C)(C)C(=O)NC(=O)Nc1ccccc1C(F)(F)F,-17,-11,-3,-11,6,-3,-0.5,11,.,0,.
OC(COc1ccc(OCC(O)CN2CCCCC2)cc1)CN1CCCCC1 (configuration not stated),3,-5,-1,7,2,5,3.2,5,116,-10,.
CSc1cc(CS(=O)(=O)c2ccccc2)nc(-c2ccccc2)n1,-5,7,-6,13,4,0,-0.9,-7,106,-4,-10
COC(=O)Cc1c(C)c2ccc(O)c(CNCc3ccc(OC)c(OC)c3)c2oc1=O,7,-24,3,5,-7,-2,1.2,24,102,-3,-1
COCCNC(=O)CSc1nc2cc(OC)c(OC)cc2c(=O)n1CCc1ccc(S(N)(=O)=O)cc1,-9,-3,3,18,-3,-1,-0.2,3,93,-5,2
O=C(Nc1cccc(C(F)(F)F)c1)C1=CC=CN2CCS(=O)(=O)N=C12,-20,-7,-3,-10,0,21,-0.4,7,.,8,5
COC(=O)C1=C(C(=O)c2ccccc2)C(c2cccs2)n2nnnc2N1 (configuration not stated),11,7,-3,-5,-8,-4,1.5,-7,102,4,2
CN(C)c1ccc(NC(=O)CSc2nc3ccccc3c(=O)n2CC2CCCO2)cc1 (configuration not stated),26,13,-5,-15,-1,.,-0.9,-13,.,3,-7
O=C(Nc1ccc2c(c1)OCCO2)c1ccc(Cl)c(S(=O)(=O)N2CCOCC2)c1,3,53,12,-14,-3,11,-0.8,-53,105,-1,11
COc1ccc(C(=O)N/C(=C\c2cn(C)c3ccccc23)C(=O)NCCCn2ccnc2)cc1OC,-21,8,2,1,-15,10,-0.7,-8,98,3,-9
Cc1cccc(C)c1NCc1nnc(SCC(=O)Nc2nc(-c3ccccc3)cs2)n1-c1ccccc1,-4,8,3,3,-6,-3,0.0,-8,98,2,1
Cc1cc(-c2ccccc2)nc(N(C)C)c1S(C)(=O)=O,7,29,-10,58,11,0,-3.8,-29,94,-10,-10
COc1ccc(C)cc1S(=O)(=O)n1cnc2ccccc21,-2,-104,14,-1,-1,-1,-0.1,?,108,-8,14
O=C(O)c1ccccc1Sc1ncnc2sccc12,4,.,4,2,-3,3,1.6,.,98,-15,-4
COc1ccc(CN2CC(C(=O)NCCCN3CCCCCC3)CC2=O)cc1 (configuration not stated),8,-1,2,-15,2,4,-0.9,1,105,-6,14
CN(C(=O)c1cccc(NC(=O)Cc2ccc(NC(=O)C3CCCN(C(=O)C4CCCCC4)C3)cc2)c1)C1CCCC1 (configuration not stated),-4,65,-13,.,-12,.,1.2,-65,108,-2,-4
NC(=O)C1CCN(C(=O)c2ccc3c(=O)n(Cc4ccco4)c(SCC(=O)c4ccccc4)nc3c2)CC1,24,-10,-12,-22,36*,0,2.2,10,106,-8,13
Cc1ccc(CSc2ncnc3ccccc23)cc1,10,13,-7,-14,-7,-2,0.9,-13,103,2,33
CCC(=O)Nc1cc2c3c(c1)CCN3C(=O)CC2,38,-19,-5,11,-6,-11,-1.3,19,98,-12,-4
COc1cccc(/C=C/C(=O)OCC(=O)N2CCN(S(=O)(=O)c3ccc(Cl)cc3)CC2)c1,2,-4,5,-6,12,0,0.1,4,.,9,9
CCn1c(N)c(C(N)=O)sc1=S,-8,8,-6,-5,1,5,1.6,-8,103,-3,13
S=C(NCc1ccc(Cl)cc1)Nc1ccccc1,-9,25,0,17,0,-1,-0.8,-25,101,5,4
O=C(CN1C(=O)NC2(CCCc3ccccc32)C1=O)N1CCN(c2cccc(C(F)(F)F)c2)CC1 (configuration not stated),-3,40,3,17,14,1,0.3,-40,100,1,-1
COc1ccc(/C=N/NC(=O)c2ccc(F)cc2)cc1CN1CCc2cc(OC)c(OC)cc2C1C (configuration not stated),-3,12,-2,.,-1,-1,0.2,-12,112,-8,6
CCc1ccc(C(=O)NC(=S)Nc2ccc(N3CCOCC3)cc2)cc1,-3,-5,-6,-9,-4,3,-0.8,5,96,-15,-15
COc1cc(C)ccc1OCCCCNCc1ccccc1,6,-8,-10,-14,-1,18,-0.6,8,108,-9,-10
COc1ccc(N2CCN(/C(=N\S(=O)(=O)c3ccc(C)cc3)Nc3nc(C)cc(C)n3)CC2)cc1,5,-9,-9,-2,-2,-4,-0.5,9,99,1,.

The list continues:
mol,Arrestin-AP2 inh,SR-BI HDL uptake,PKA-R2B activ,SUMO Mot1 rescue,dFosB activator,NSD2 inh,CDK5 inh,SR-BI uptake up,Pemphigus Ab inh,PKA-R1A act,MITF TRPM1 HTS
CCN(CC)CCCN(C(=O)c1ccc(F)cc1)c1nc(-c2ccc(OC)cc2)cs1,8,5,0,-1,3,16,2.5,-5,110,2,6
COc1cccc(C(=O)NNC(=O)C(=O)Nc2ccc(OC)cc2OC)c1,-25,6,-6,50,1,-1,0.0,-6,.,8,-9
CCn1cc(C(=O)OCC(=O)Nc2ccccc2OC(F)F)c(=O)c2ccc(C)nc21,16,28,-1,9,-3,-2,-1.3,-28,117,1,5
Cn1c(SCC(=O)CC(=O)Nc2ccccc2)nnc1-c1ccc(O)cc1,-10,.,2,-24,-2,6,1.8,.,105,-7,-4
Cc1c(NC(=S)N/N=C/c2ccc([N+](=O)[O-])cc2O)c(=O)n(-c2ccccc2)n1C,38,.,-6,-15,1,-24,0.7,.,91,-7,-5
O=C(NCCS(=O)(=O)NC1CCCC1)c1ccccc1,25,2,-4,10,0,0,1.0,-2,93,7,-4
O=C(Nc1ccc(Cl)cc1)N1CCCN(Cc2ccccc2F)C1,-11,-8,-4,-10,-6,-1,-2.2,8,101,3,13
COc1ccc(C(CNC(=O)c2cc(S(=O)(=O)N3CCCC3)ccc2Cl)N2CCCC2)cc1 (configuration not stated),3,-14,-13,-14,-9,0,-0.3,14,105,-6,4
